# aSyn rescue – qHTS of alpha-syn Inhibitors; Yeast expressing alpha-synuclein, growth rescue, BacTiter-Glo, 24 h; Potency, µM (titrated, usually from 46.1 µM), for the others: at the top dose growth rescue (activation), hits mostly activators; 370,000 tested, 0.14% active; AID 652106, 2013; also: potency is read from the fitted curve at half-maximal effect; % of control where 0% means no effect; nearly all actives have a fitted effect of over 65% in size
#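 Rescue of yeast growth: cells expressing toxic alpha-synuclein, induced in galactose at OD600 0.02, incubated with compound 24 h at 30 C. ATP luminescence quantified growth; inhibitors of toxicity appear as activators.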
# Abeta yeast res – qHTS for compounds that reverse cellular toxicity of Amyloid beta (A-beta) peptide in yeast: Primary Screen. yeast expressing A-beta42, growth rescue, OD600, 48 h; response scale: 0% DMSO, 100% iron-clioquinol control. Potency, µM (series often up to 46.1 µM), without a hit: at the highest dose growth rescue, usual class: activators. 410,000 tested, 0.063% active. AID 1347071, 2019; also: potency is read from the fitted curve at half-maximal effect; nearly all actives have a fitted effect of over 55% in size
#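 Yeast growth medium received pinned compounds, then yeast cells expressing toxic A-beta were added; plates incubated at 30 C for 48 hr. Growth read as absorbance at 600 nm, normalized to DMSO and equimolar FeCl3 plus clioquinol controls.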
# EPAC2 agonist – qHTS for Agonist of cAMP-regulated guanine nucleotide exchange factor 4 (EPAC2): primary screen | Potency, µM (titrated, usually from 154 µM), for the others: top-dose activation, usual class: activators | EPAC2 activation, biochemical qHTS; response scale: 100% = 6.5 mM cAMP response | 360,000 tested, 0.079% active | AID 720711, 2013 | Rap guanine nucleotide exchange factor 4 (Homo sapiens), Q8WZA2; also: potency is read from the fitted curve at half-maximal effect; nearly all actives have a fitted effect of over 50% in size
# Target sequence (Q8WZA2 whole entry, looked up): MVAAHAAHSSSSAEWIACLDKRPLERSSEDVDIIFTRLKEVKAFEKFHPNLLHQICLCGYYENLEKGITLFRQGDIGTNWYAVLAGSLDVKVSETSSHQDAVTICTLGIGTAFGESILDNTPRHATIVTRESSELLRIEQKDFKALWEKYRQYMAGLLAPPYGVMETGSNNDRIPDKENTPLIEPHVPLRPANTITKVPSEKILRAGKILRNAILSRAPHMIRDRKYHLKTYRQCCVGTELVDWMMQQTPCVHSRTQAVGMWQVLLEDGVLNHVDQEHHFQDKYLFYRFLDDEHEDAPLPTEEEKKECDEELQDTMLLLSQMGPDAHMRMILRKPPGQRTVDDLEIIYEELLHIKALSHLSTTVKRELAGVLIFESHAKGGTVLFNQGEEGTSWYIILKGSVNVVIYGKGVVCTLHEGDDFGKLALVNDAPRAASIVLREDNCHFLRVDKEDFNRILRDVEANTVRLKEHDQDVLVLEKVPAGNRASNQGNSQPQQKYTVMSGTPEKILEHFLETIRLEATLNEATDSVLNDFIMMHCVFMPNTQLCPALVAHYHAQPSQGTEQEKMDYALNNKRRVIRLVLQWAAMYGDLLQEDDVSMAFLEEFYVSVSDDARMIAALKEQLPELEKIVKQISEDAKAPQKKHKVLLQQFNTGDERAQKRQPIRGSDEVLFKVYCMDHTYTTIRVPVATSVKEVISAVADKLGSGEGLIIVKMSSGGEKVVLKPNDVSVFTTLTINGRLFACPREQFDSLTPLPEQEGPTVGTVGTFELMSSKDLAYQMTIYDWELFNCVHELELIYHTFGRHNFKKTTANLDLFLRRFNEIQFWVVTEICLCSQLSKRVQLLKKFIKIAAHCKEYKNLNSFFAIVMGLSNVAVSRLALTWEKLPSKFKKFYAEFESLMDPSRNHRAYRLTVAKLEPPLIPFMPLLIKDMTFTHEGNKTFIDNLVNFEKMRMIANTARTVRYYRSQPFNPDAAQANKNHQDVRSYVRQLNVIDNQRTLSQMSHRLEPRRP
#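 Exchange assay: 100 nM EPAC2 with 250 nM Rap1B-BODIPY-GDP and 50 uM GDP. Fluorescence (ex 480/em 540 nm) read every 5 min for 30 min at room temperature. Data normalized to 6.5 mM cAMP as agonist control.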
# D3 antag – qHTS of D3 Dopamine Receptor Antagonist: qHTS; max response, negative = inhibition, %; D(3) dopamine receptor (Homo sapiens), P35462; D3R cells, DiscoveRx beta-arrestin luminescence, antagonist mode; hits give low values; 360,000 tested, 2.5% active; in the data active = max response below about -50%; inconclusive = no clear call, values can overlap the other calls; also: % is scaled to controls: 0 for no effect and ±100 for the full control effect; mostly tested at two doses, the higher about 12 µM
#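 Cells plated overnight at 1500 cells/well, then exposed to library compounds with dopamine controls for 90 minutes at 37 degrees C. DiscoveRx reagent added for 30–60 minutes at room temperature; luminescence read, quantitative HTS format.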
# FUS suppressor – qHTS for Suppressors of FUS Proteinopathy: Primary screen using FUS-linked yeast assay | S. cerevisiae FUS-expressing, growth rescue, OD600, 24 h | AID 1347120, 2019 | 390,000 tested, 0.24% active | Potency, µM (highest dose often 76.6 µM), inactives show top-dose growth rescue (activation), usual class: activators;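 also: potency is read from the fitted curve at half-maximal effect; plate controls were DMSO vehicle for no effect and reference control for full effect; nearly all actives have a fitted effect of over 55% in size; some results filed as inactive show a strong effect at the top dose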
#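 Compound concentration series was pinned onto galactose-induced FUS-expressing yeast seeded at OD 0.005. Plates sat 24hr at 30C; absorbance at 600 nm gave growth. DMSO served as background control.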
# EPAC2 antagonist – qHTS for Antagonist of cAMP-regulated guanine nucleotide exchange factor 2 (EPAC2): primary screen; Rap guanine nucleotide exchange factor 4 (Homo sapiens), Q8WZA2; EPAC2 GEF exchange of Rap1B-BODIPY-GDP, fluorescence; Potency, µM (highest dose often 114 µM), for inactives: at the highest dose activity, negative = inhibition, most hits filed as inhibitors; 360,000 tested, 0.18% active; also: potency is read from the fitted curve at half-maximal effect; % is scaled to controls: 0 for no effect and ±100 for the full control effect; nearly all actives have a fitted effect of over 45% in size; many of its hits are not listed in these tables
# DRD3 agonist – qHTS of D3 Dopamine Receptor Agonist: qHTS; D(3) dopamine receptor (Homo sapiens), P35462; D3R DiscoveRx beta-arrestin cells, luminescence, 90 min; max activation, %; 410,000 tested, 0.58% active; AID 652048, 2013; in the data active = max activation above about 30%; also: 0% is about no effect; mostly tested at two doses, the higher about 12 µM
#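 Agonist-mode cell screen: cells plated at 1500/well and incubated overnight at 37 °C, then exposed to library compounds for 90 min at 37 °C. Detection reagent was added for 30–60 min at room temperature, and luminescence was read.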
# TDP43 rescue – qHTS of TDP-43 Inhibitors | 410,000 tested, 1.8% active | Potency, µM (top dose mostly 46.1 µM), for inactives: at the highest dose growth rescue (activation), most hits filed as activators | TDP-43 expressing yeast growth rescue, BacTiter-Glo, 24 h | AID 652104, 2013; also: potency is read from the fitted curve at half-maximal effect; % of control where 0% means no effect; nearly all actives have a fitted effect of over 50% in size
#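 Galactose-induced TDP-43 yeast, OD600=0.02, compound pinned; 24 hr, 30 deg C; BacTiter-Glo luminescence for growth. Inhibitors of TDP-43 toxicity read as activators.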
# * hit, by the source's call; ? = inconclusive; nt = not tested or not shown; & = joins results of further samples; [ ] = remark or other dose. Unless noted, calls follow the shape of the dose curve; as a rule, active = well fitted curve in the direction sought with a large enough effect; inconclusive = small, poorly fitted or top-dose-only effect, or another doubt; inactive = no such curve, though single readings can be large; an effect the other way counts as inactive or inconclusive. The list is partial. The share of hits here may be higher or lower than overall.
SMILES	aSyn rescue	Abeta yeast res	EPAC2 agonist	D3 antag	FUS suppressor	EPAC2 antagonist	DRD3 agonist	TDP43 rescue
O=C(CSc1nnc(-c2ccccc2)o1)NCC1CCCCC1	-20%	-6%	2%	21	28%	-5%	-13	-14%
Nc1c(C(=O)Nc2cccc(Cl)c2)sc2nc3c(cc12)CN(Cc1ccccc1)CC3	nt	-12%	nt	nt	15%	nt	0	27%
O=C(NCc1ccc(Cl)cc1)c1cc2ccccc2o1	nt	-15%	nt	nt	-15%	nt	-13	4%
CCCN(CC(=O)Nc1ccccc1C)C(=O)c1ccc(N2CCCC2=O)cc1	4%	-9%	-2%	25	-15%	-8%	1	20%
CCCC[C@@H]1C[C@H]1[C@@H](NC(=O)c1cccs1)c1ccc(C(F)(F)F)cc1	-2%	1%	-1%	35	-7%	-24%	1	-11%
CC(C)(C)c1ccc(C(=O)NCC(=O)OCc2cc(=O)n3nc(C4CC4)sc3n2)cc1	nt	-7%	nt	nt	-1%	nt	7	17%
O=C1c2cnccc2CN1Cc1ccccc1	1%	15%	4%	15	-4%	9%	2	19%
CCN1CCN(c2ccc(S(=O)(=O)N3CCCCC3)cc2NC(=O)c2cccc(F)c2)CC1	-2%	-5%	4%	-10	18%	-9%	2	0%
Cc1ccc(OCc2ccc(C(=O)O)o2)c([N+](=O)[O-])c1	1%	-6%	-3%	-12	-13%	1%	1	9%
O=C(Cn1cc(C(F)(F)F)cc(Cl)c1=O)Nc1cccc(S(=O)(=O)N2CCCCC2)c1	-13%	7%	7%	-5	6%	?	-5	9%
CN(C)c1ccnc(Nc2ccc(F)cc2)c1C#N	-5%	2%	-1%	8	2%	19%	19	-13%
O=C(CN1C(=O)NC2(CCc3ccccc32)C1=O)c1c[nH]c2ccccc12 (stereo not given)	3%	-9%	0%	0	?	-7%	-3	-20%
CN(Cc1ccccc1)CC(O)COc1ccc(CNCCCOc2cccnc2)cc1 (stereo not given)	2%	-12%	-3%	?	12%	0%	-12	-6%
COc1cccc2cc(C(=O)Nc3cc(C)cc(C)c3)/c(=N/NS(=O)(=O)c3ccccc3)oc12	-1%	0%	-1%	2	16%	3%	-4	11%
C=CCn1cc(C(=O)NCCN(CC)CC)c(=O)c2cc(S(=O)(=O)N3CCCCCC3)ccc21	1%	8%	4%	12	22%	-4%	0	2%
O=C1/C(=C/c2ccc(F)cc2)Oc2cc(OC(=O)N3CCOCC3)ccc21	-3%	-3%	6%	8	-9%	5%	5	8%
Cc1cc(N2CCC(C(=O)NCC3CC3)CC2)nc(-c2ccccc2)n1	-2%	-2%	1%	-16	5%	-2%	-3	-4%
COc1ccccc1-c1n[nH]c2c1[C@H](C)CC[C@H]2C(C)C	8%	-55%[inhibitor]	9%	15	42%	-10%	8	25µM*
COc1ccc2cc3c(N)c(C(=O)NCc4ccco4)sc3nc2c1	17%	18%	9%	-55*	25%	4%	-3	24%
COc1ccc(CNC(=O)c2ccc3c(c2)N(Cc2cccc(Cl)c2)C(=O)c2ccccc2S3)c(OC)c1	nt	5%	nt	nt	8%	nt	8	12%
CCCn1c(N2CCN(CC(=O)Nc3ccc4c(c3)OCCO4)CC2)nc2ccccc21	4%	1%	-3%	?	10%	-2%	-4	-12%
Cc1ccccc1NC(=S)N(CCc1c(C)[nH]c2ccc(F)cc12)Cc1ccncc1	-6%	-5%	7%	-25	24%	8%	2	3%
Cc1cc(=O)[nH]c(N/N=C/c2ccc(OC(=O)c3cccnc3)cc2)n1	-1%	0%	12%	-12	9%	9%	0	0%
Cc1nc(=S)n(-c2ccccc2)[nH]1	5%	15%	4%	-8	-28%	8%	0	5%
CN(C)CC/C=C1\c2ccccc2Sc2cc(F)c(Cl)cc21	-15%	-12%	5%	-81*	0%	0%	-42	13%
Cc1occc1-c1nnc(SCC(=O)N2CCCC(C)C2)o1 (stereo not given)	4%	-8%	-2%	11	nt	-3%	1	19%
COc1ccc(C(=O)Nc2ccc3oc(Cc4ccc(Cl)cc4)nc3c2)cc1OC	3%	21%	17%	20	18%	-7%	4	0%
Cc1ccc(C(=O)O)cc1NC(=O)C1CCN(S(=O)(=O)c2ccc3c(c2)OCCO3)CC1	-1%	0%	4%	-18	-3%	12%	-3	-19%
COc1cc(CC(NC(C)=O)C(=O)NC2CCN(c3c(Cc4ccccc4)c(C)nc4ncnn34)CC2)cc(OC)c1 (stereo not given)	-3%	-1%	-8%	-8	12%	-2%	-13	-10%
O=C(Nc1nnc(-c2ccc(F)cc2)s1)c1ccco1	2%	12%	9%	-23	?	1%	-3	-17%
O=C(N/N=C/c1cccnc1)c1sc2ccccc2c1Cl	0%	-28%	-3%	1	22%	1%	-5	?
N#C/C(C(=O)Oc1ccccc1)=C1\C=Cc2ccccc2N1	-15%	-2%	-7%	20	-1%	15%	0	3%
Cn1c(=O)c2c(nc(Oc3ccccc3)n2C)n(C)c1=O	4%	-7%	1%	6	11%	12%	5	-15%
O=C(CSc1nc2cc3ccccc3cc2[nH]1)Nc1ccc(F)cc1	0%	0%&-16%	7%	15	19%&28%	-3%	-22&-3	19%&-3%
CC1(C)CC(=O)C/C(=N\NC(=O)c2cccs2)C1	-7%	-19%	4%	-19	nt	3%	-3	-12%
Cn1c(SCC(=O)Nc2cc([N+](=O)[O-])ccc2F)nnc1C(F)(F)F	-2%	0%	1%	22	nt	2%	-18	3%
O=S(=O)(Cc1cc(Sc2ccccc2)nc(-c2ccccc2)n1)c1ccccc1	-14%	-9%	9%	-3	-12%	7%	-3	-8%
CCOC(=O)c1cn2nc(Oc3ccc(C)cc3)ccc2n1	4%	-15%	8%	13	3%	1%	8	5%
COCCCNC(=O)NC(=O)c1ccccc1	-10%	0%	-5%	-1	nt	4%	-3	0%
CCN(CC)CCCN=Cc1c(O)n(-c2cccc(C)c2)c(=O)c2ccccc12	-2%	-6%	-1%	-3	9%	-26%	-2	6%
O=C(COC(=O)c1cnccn1)N=c1sccn1Cc1ccccc1Cl	3%	13%	2%	7	42%	1%	4	5%
CCOC(=O)c1c(NC(=O)COC(=O)c2ccc(O)cc2)sc(C(=O)NC)c1C	5%	0%	-11%	51	12%	-7%	18	-12%
CCN1CCN(CC(=O)Nc2cc(S(=O)(=O)N3CCCCC3)ccc2Cl)CC1	3%	15%	7%	-17	0%	1%	-11	-19%
CCOC(=O)CCc1c(C)c(C#N)c2[nH]c3ccccc3n2c1=O	-6%	-10%	0%	4	14%	-11%	0	-17%
COC(=O)c1c(NC(=O)c2ccccc2C(=O)O)sc2c1CCCC2	9%	-20%&-12%	7%	4	6%&-24%	?	-20&2	-17%&-11%
CCN(CC)S(=O)(=O)c1ccc2c(c1)nc(CCC(=O)OCC(=O)N1CCc3ccccc31)n2C	1%	15%	0%	-6	3%	0%	4	3%
COc1ccc(CCNC(=O)Cn2cnc3c(cnn3-c3ccccc3Cl)c2=O)cc1OC	-1%	-12%	9%	-17	18%	8%	1	0%
CCOC(=O)c1cnc2ccccc2c1NCc1ccco1	0%	-4%	11%	-5	14%	-9%	4	0%
O=S(=O)(c1ccc(N2CCOCC2)c(Cl)c1)N1CCOCC1	-14%	2%	5%	4	13%	1%	-8	-1%
O=C(Nc1ccc2nc(-c3cccs3)[nH]c2c1)c1cccs1	1%	-8%	9%	-20	31%	10%	1	-7%
COc1cccc(/C=C2/CN(C)CC3=C2OC(N)=C(C#N)C3c2cccc(OC)c2)c1 (stereo not given)	-4%	-11%	23%	-12	?	-4%	-17	-7%
CCOC(OCC)c1cn(Cc2ccc(C(=O)c3ccccc3)cc2)nn1	-4%	4%	2%	0	17%	-4%	3	1%
COc1ccc(C(C(O)C(=O)c2c[nH]c3ccccc23)N2CCN(c3ccccc3)CC2)cc1 (stereo not given)	-1%	6%	16%	-25	?	-6%	-12	16%
COCOc1ccc(/C=C2/Oc3cc(OCOC)cc(OCOC)c3C2=O)c(OCOC)c1	0%	-17%	9%	7	28%	-14%	1	11%
CC1(C)Oc2ccc(C(=O)N3CCOCC3)cc2N(CC(=O)Nc2ccccc2)C1=O	2%	6%	-1%	14	4%	5%	0	6%
CC(C)(C)c1ccc(OCC(O)CS(=O)(=O)c2ccccn2)cc1 (stereo not given)	0%	-37%	6%	21	26%	9%	11	15%
O=C(c1cc2ccccc2o1)N1CCOCC1	10%	9%	11%	2	-4%	-8%	3	5%
O=C(c1ccco1)N1CCN(c2cccc(Cl)c2)CC1	2%	-2%	3%	-21	-6%	-4%	0	24%
CC12COC3(C(=O)Nc4ccc(Cl)cn4)CC1CCC32C (stereo not given)	-19%	7%	-1%	-4	5%	-1%	-1	-10%
CC1CCN(C(=O)c2cc(S(=O)(=O)N3CCOCC3)ccc2N2CCCC2)CC1	-8%	-23%	8%	7	3%	2%	-1	-7%
N#Cc1ccccc1OCC(=O)Nc1cccc(S(=O)(=O)N2CCCC2)c1	-6%	-1%	9%	-7	29%	-8%	-1	?
Cc1ccc(C(=O)/C=C/c2ccccc2[N+](=O)[O-])cc1	-5%	-18%	20%	-11	7%	-28%	-4	?
CC1(C)C2CCC1(CS(=O)(=O)NCc1ccc(S(N)(=O)=O)cc1)C(=O)C2 (stereo not given)	1%	-9%	12%	-18	-1%	7%	-26	9%

# Bioassay records deposited in PubChem BioAssay by National Center for Advancing Translational Sciences (NCATS).
